HT1080NT lethal = qHTS for induction of synthetic lethality in tumor cells producing 2HG: qHTS for the HT-1080-NT fibrosarcoma cell line. HT-1080-NT fibrosarcoma viability, CellTiter-Glo ATP luminescence, 48 h. Potency, µM (series often up to 46.1 µM), for the others: at the highest dose activity, negative = less viability, actives largely listed as cytotoxic. actives 1.6% (n = 360,000). AID 686970, 2013;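 also: NT is the 2HG producing partner of a matched IDH1 knockdown line; potency is read from the fitted curve at half-maximal effect; 0% = DMSO-treated cells and -100% = media-only wells without cells; nearly all actives have a fitted effect of over 55% in size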
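Viability by CellTiter-Glo luminescence after 48 h compound exposure at 37C of HT-1080-NT cells (750/well, RPMI, 5% FBS). % activity scaled between DMSO wells and medium-only wells, then curve-fitted and categorized by curve class.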
KB-3-1 cytotox = qHTS assay for MDR1-selective chemotherapeutics: Primary screen using the parental adenocarcinoma cell KB-3-1; KB-3-1 viability, CellTiter-Glo ATP luminescence, 72 h; Potency, µM (doses to about 46.1 µM), for the others: top-dose activity change, negative = cytotoxic, actives largely listed as cytotoxic; actives 1.4% (n = 400,000); also: potency is read from the fitted curve at half-maximal effect; % is scaled to controls: 0 for no effect and ±100 for the full control effect; nearly all actives have a fitted effect of over 60% in size
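Parental KB-3-1 adenocarcinoma cells in phenol-red-free DMEM with 10% FBS were pin-treated with compounds at several concentrations, incubated 72 h at 37 °C, and viability read by CellTiter-Glo luminescence; concentration-effect curves were fitted after normalization.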
GLP1R ag = qHTS of GLP-1 Receptor Agonists; Glucagon-like peptide 1 receptor (Homo sapiens), P43220; HEK293 GLP-1R CRE-luciferase, luminescence, 4-6 h; cells express a hypersensitive GLP-1R form; Potency, µM (titrated, usually from 45.6 µM), inactives show top-dose activation, hits mostly activators; actives 0.007% (n = 380,000); AID 624172, 2012; also: potency is read from the fitted curve at half-maximal effect; % of control where 0% means no effect
Target sequence (P43220 whole entry, looked up): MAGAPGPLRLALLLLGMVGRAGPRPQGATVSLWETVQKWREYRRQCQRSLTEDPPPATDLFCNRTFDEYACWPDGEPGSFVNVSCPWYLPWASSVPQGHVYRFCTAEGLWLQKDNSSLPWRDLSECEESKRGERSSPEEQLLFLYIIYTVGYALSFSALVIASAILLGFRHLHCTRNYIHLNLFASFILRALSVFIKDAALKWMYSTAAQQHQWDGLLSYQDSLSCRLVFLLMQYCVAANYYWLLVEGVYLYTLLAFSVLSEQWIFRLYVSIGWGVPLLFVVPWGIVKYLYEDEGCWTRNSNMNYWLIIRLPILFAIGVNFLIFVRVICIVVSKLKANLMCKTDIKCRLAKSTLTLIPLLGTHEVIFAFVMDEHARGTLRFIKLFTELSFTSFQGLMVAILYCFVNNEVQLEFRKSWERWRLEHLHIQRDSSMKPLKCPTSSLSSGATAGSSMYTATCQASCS
HT1080 IDH1KD tx = qHTS for induction of synthetic lethality in tumor cells producing 2HG: qHTS for the HT-1080-IDH1KD cell line. actives 2% (n = 360,000). Potency, µM (series often up to 46.1 µM), without a hit: at the highest dose activity, negative = toxicity, hits mostly cytotoxic. AID 686971, 2013. HT-1080 IDH1 knockdown viability, ATP luminescence, 48 h;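 also: potency is read from the fitted curve at half-maximal effect; 0% = DMSO wells and -100% = cell-free medium wells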
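IDH1KD HT-1080 cells, 750/well, RPMI + 5% FBS; compound pinned after 2 h settling; 48 h, 37 °C; CellTiter-Glo luminescence; % activity normalised to DMSO and no-cell wells; curves fitted, classed by r2 and efficacy.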
IL1B secr inh = qHTS for Inhibitors of Inflammasome Signaling: IL-1-beta AlphaLISA Primary Screen | THP-1 LPS/ATP IL-1B secretion, AlphaLISA, 16 h; hits give low values | activity change, % at 57.5 µM | actives 4.7% (n = 360,000); in the data active = activity change below about -50%; inconclusive = mostly about -30% to -49%; also: % is scaled to controls: 0 for no effect and ±100 for the full control effect
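Secreted IL-1B measured by AlphaLISA bead assay after 16 h compound exposure of THP-1 cells; compounds (final up to 57.5 uM) added 1 h before LPS (250 ng/mL) and ATP (1.25 mM) stimulation; lower signal means less secretion.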
KB-V1 cytotox = qHTS assay for MDR1-selective chemotherapeutics: Primary screen using the drug-selected MDR subline cells KB-V1. KB-V1 MDR cells viability, CellTiter-Glo, 72 h. Potency, µM (series often up to 46.1 µM), inactives show at the top dose activity change, negative = cytotoxicity, most hits filed as cytotoxic. actives 3.4% (n = 400,000). AID 1347076, 2019; also: potency is read from the fitted curve at half-maximal effect; % is scaled to controls: 0 for no effect and ±100 for the full control effect; nearly all actives have a fitted effect of over 60% in size
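KB-V1 cells (P-gp-expressing MDR subline of KB-3-1) in phenol-red-free DMEM with 10% FBS were exposed to library compounds over a concentration series for 72 h at 37 degrees C. Viability read by CellTiter-Glo luminescence; concentration-effect curves fitted after normalization.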
DRD3 agonist = qHTS of D3 Dopamine Receptor Agonist: qHTS; AID 652048, 2013; actives 0.58% (n = 410,000); max activation, %; D3R DiscoveRx beta-arrestin cells, luminescence, 90 min; in the data active = max activation above about 30%; also: 0% is about no effect; mostly tested at two doses, the higher about 12 µM
Target sequence (P35462 whole entry, looked up): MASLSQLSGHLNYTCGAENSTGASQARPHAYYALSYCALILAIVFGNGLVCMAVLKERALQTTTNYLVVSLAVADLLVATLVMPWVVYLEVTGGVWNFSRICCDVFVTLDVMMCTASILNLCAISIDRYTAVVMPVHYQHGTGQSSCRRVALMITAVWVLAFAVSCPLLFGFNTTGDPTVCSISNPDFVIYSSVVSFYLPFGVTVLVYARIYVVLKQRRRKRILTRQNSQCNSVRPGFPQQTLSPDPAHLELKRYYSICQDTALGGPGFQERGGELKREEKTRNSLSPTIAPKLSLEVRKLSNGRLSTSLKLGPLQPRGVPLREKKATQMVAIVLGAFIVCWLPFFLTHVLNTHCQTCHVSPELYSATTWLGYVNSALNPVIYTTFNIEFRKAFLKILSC
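Agonist mode: compounds and dopamine controls were applied to plated cells for 90 min at 37 degrees C after an overnight attachment at 1500 cells/well. Luminescent read-out followed 30 - 60 minutes at room temperature with DiscoveRx detection reagent.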
D3 antag = qHTS of D3 Dopamine Receptor Antagonist: qHTS | D(3) dopamine receptor (Homo sapiens), P35462 | D3R cells, DiscoveRx beta-arrestin luminescence, antagonist mode; hits give low values | max response, negative = inhibition, % | actives 2.5% (n = 360,000); in the data active = max response below about -50%; inconclusive = no clear call, values can overlap the other calls; also: % is scaled to controls: 0 for no effect and ±100 for the full control effect; mostly tested at two doses, the higher about 12 µM
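Cells plated overnight at 1500 cells/well, then exposed to library compounds with dopamine controls for 90 minutes at 37 degrees C. DiscoveRx reagent added for 30–60 minutes at room temperature; luminescence read, quantitative HTS format.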
SW480 rereplic = A quantitative high throughput screen for small molecules that induce DNA re-replication in SW480 colon adenocarcinoma cells | actives 1.8% (n = 340,000) | Potency, µM (doses to about 46.1 µM), for the others: at the top dose re-replication activation, actives largely listed as activators | AID 624297, 2012 | SW480 DNA re-replication, Hoechst DNA content imaging, 48 h; also: potency is read from the fitted curve at half-maximal effect; % of control where 0% means no effect; nearly all actives have a fitted effect of over 55% in size
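Compounds, transferred as 23 nL by pin tool, were incubated with cells for 48 hr; DNA content per nucleus was then quantified by Hoechst staining and fluorescence plate imaging.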
Active calls of the source: *; ? = inconclusive; . = no result given; & = joins results of further samples; [ ] = remark or other dose. Unless noted, calls follow the shape of the dose curve; as a rule, active = well fitted curve in the direction sought with a large enough effect; inconclusive = small, poorly fitted or top-dose-only effect, or another doubt; inactive = no such curve, though single readings can be large; an effect the other way counts as inactive or inconclusive.

Fields – HT1080NT lethal | KB-3-1 cytotox | GLP1R ag | HT1080 IDH1KD tx | IL1B secr inh | KB-V1 cytotox | DRD3 agonist | D3 antag | SW480 rereplic
Cn1c(SCC(=O)N2CCN(c3ccccc3)CC2)nnc1-c1cc2ccccc2o1
    -7% | 23µM* | 2% | -16% | -2 | -7% | -6 | 5 | -1%
COc1cccc(C(=O)N/N=C/C(Br)=C/c2ccccc2)c1
    ? | ? | 1% | 12µM* | -75* | 3.7µM* | -4 | 3 | ?
COCc1cc(C)nc2sc(C(=O)Nc3ccc(C(=O)OC)cc3)c(N)c12
    11% | -1% | 9% | 8% | 9 | -17% | 3 | 23 | -2%
CCN(CC)c1ccc(/C=N/NC(=S)NCc2ccccc2)cc1
    7% | -7% | 7% | 3% | 30 | -14% | 0 | -8 | ?
CC(C)(C(=O)N1CCC1(C)C(=O)NS(=O)(=O)c1cccc(Cl)c1)c1ccccc1 (stereo not given)
    -1% | 0% | 2% | 0% | 1 | 3% | -1 | 0 | .
CC1=CCC2C(=O)N(c3cccc(C(=O)N(C)C4CCCCC4)c3)C(=O)C2C1 (stereo not given)
    5% | -2% | 6% | 1% | -21 | 2% | -4 | 9 | 0%
CN1C(=O)c2ccccc2N(C)C1c1cccs1 (stereo not given)
    -2% | -7% | 0% | 1% | 16 | -33% | 4 | 0 | -3%
CCCNC(=O)c1ccc(CN2CCc3ccccc3C2)cc1
    -3% | -1% | 9% | -19%[9.24 µM] | 2 | ? | -30 | -15 | -10%
COCCn1c(SCC(=O)Nc2ccccc2OC)nc2ccccc21
    -12% | 3% | 14% | -14% | 2 | ? | -22 | -17 | 2%
COC(=O)[C@H](Cc1ccccc1)NC(=O)N1CCCCCC1
    7% | 11% | 5% | 8% | 1 | ? | 3 | 2 | -4%
COc1cnn(-c2cccc(Cl)c2)c(=O)c1Cl
    9% | 3% | 2% | -1% | -5 | 25% | 7 | 0 | 2%
FC(F)(F)c1nnc2ccc(N3CCCC3)nn12
    8% | 4% | -8% | 17% | 8 | 7% | -9 | -11 | -3%
CCOC(=O)COc1ccc(S(=O)(=O)N2CCN(c3ccc(OC)cc3)CC2)cc1
    -6% | 1% | 5% | -8% | ? | 2% | 1 | 0 | -4%
CCOC(=O)c1c(C)oc(=O)c(CC)c1O
    0% | 9% | -5% | 1% | -5 | 11% | 4 | 18 | .
CCn1c(CNC(=O)c2ccc(Cl)cc2)nnc1SCC(=O)N1CCOCC1
    5% | 3% | -2% | 11% | 0 | 13% | 0 | 11 | -4%
CCOc1cccc(-c2nn3c(-c4cc(C)[nH]n4)nnc3s2)c1
    7% | 2%&0% | -5% | -8% | -77* | ? | 6 | 11 | -3%
CC1CCCN(C(=O)C2CCN(S(=O)(=O)c3cccc4nonc34)CC2)C1 (stereo not given)
    5% | 1% | 5% | 9% | 19 | -1% | -3 | 4 | 5%
Cc1cc(-c2nnc(SCC(=O)Nc3ccc(C)c(C)c3)n2N)n[nH]1
    2% | 8% | -2% | 10% | 6 | 23% | 1 | 4 | -18%
Cc1c(C(=O)OCc2nnc(-c3ccccc3)o2)oc2ccccc12
    -1% | 6% | -4% | 11% | -11 | 13% | -3 | -5 | -6%
CCS(=O)(=O)N1CCN(c2ccccn2)CC1
    -5% | -4% | -8% | -3% | -2 | 0% | -5 | 10 | 0%
O=C(NCc1ccco1)c1ccc2c(=O)n(CC3CCCO3)c(=S)[nH]c2c1 (stereo not given)
    1% | 23% | 4% | 6% | -26 | -1% | 0 | 9 | -3%
c1ccc2c(Nc3ccc4c(c3)OCCO4)c3c(nc2c1)CCCC3
    16µM* | -2% | 3% | ? | -134* | ? | -10 | 1 | 5%
O=C(NCc1ccccc1)C(c1ccccc1F)N(C(=O)c1csnn1)C1CCCC1 (stereo not given)
    3% | 0% | 3% | -14% | -8 | -26% | 5 | 6 | -9%
CC(C)Oc1ccc(S(=O)(=O)N2CCOCC2)cc1NC(=O)CC1OC(=O)c2ccccc21 (stereo not given)
    8% | 15% | -1% | 2% | -8 | 10% | 6 | 12 | -62%[inhibitor]
Cc1ccc(NC(=O)CSc2ncnc3ccccc23)cc1S(=O)(=O)N1CCCCCC1
    -2% | -1% | -7% | -20% | -90* | ? | 2 | -3 | -5%
COc1ccccc1S(=O)(=O)Cc1ccc(C(=O)N2CCN(c3cccc(Cl)c3)CC2)o1
    ? | 6.5µM* | -8% | 21µM* | 14 | 16µM* | 6 | 60 | ?
CC(C)(C)NC(=O)C(c1ccncc1)N(CC1CCCO1)C(=O)Cn1nnc(-c2ccc(F)cc2)n1 (stereo not given)
    19% | -1% | 7% | 1% | 4 | -28% | -6 | -21 | 17%
CCCCCNC(=O)C(c1ccnc2ccccc12)n1c(=O)c(-c2cc3ccccc3[nH]2)nc2ccccc21 (stereo not given)
    -26% | -28% | . | -22% | -12 | ? | -5 | -23 | .
O=C(CNC(=O)c1ccc(Br)cc1)N=Nc1c(O)[nH]c2ccc([N+](=O)[O-])cc12
    -6% | 11% | 4% | -8% | 39 | 4% | -17 | ? | -6%
Cc1ccc(C2C3C(=O)N(c4ccccc4)C(=O)C3N3CCCN23)cc1 (stereo not given)
    ? | 0% | -1% | 11% | 18 | 6% | -3 | 1 | -17%
Cc1ccc(C)c(NC(=O)CN(C)S(=O)(=O)c2ccccc2)c1
    9% | 4% | -13% | 3% | -18 | 7% | 8 | 18 | -4%
Cc1cc(C(=O)Nc2ccc(Br)cc2)c2ccccc2n1
    7% | 1% | -6% | 13% | 18 | -5% | 2 | 10 | 7%
N#CCOc1coc(CN2CCN(c3cccc(Cl)c3)CC2)cc1=O
    7% | 18% | -2% | 12% | 0 | ? | 0 | 14 | 0%
COc1cccc(NC(=O)C(=O)N/N=C(\C)CC(=O)Nc2ccc(NC(C)=O)cc2)c1
    6% | 1% | 2% | 2% | -4 | 9% | 1 | -2 | 1%
CC(=O)Nc1cccc(NC(=O)c2ccc(C(=O)Nc3cccc(NC(C)=O)c3)nc2)c1
    7% | 9% | 7% | 24% | 7 | 0% | -14 | -23 | -19%
COC(=O)c1cc(C(=O)OCC(=O)N(C)c2ccccc2)cc([N+](=O)[O-])c1
    17% | 8% | 10% | 1% | 4 | 0% | 5 | 10 | 1%
CCc1cccc(NC(=O)CCS(=O)(=O)c2cccc3nonc23)c1
    -2% | 0% | 5% | -3% | -18 | -18% | -4 | -27 | -1%
CN(CC(=O)NCCc1ccccc1)S(=O)(=O)c1ccc(Br)s1
    -12% | -7% | 10% | -2% | -19 | ? | -30 | -78* | -1%
COC(=O)c1ccc(CNC(=O)c2cc(COc3cncc(Cl)c3)on2)cc1
    -23% | 1% | -3% | ? | -14 | -52% | -3 | -5 | 13%
CCOC(=O)c1cc(-c2ccccc2)nn1-c1ccccn1
    1% | -1% | 16% | 3% | 4 | ? | 5 | 8 | 0%
Cc1cccc(OCCNc2ccc([N+](=O)[O-])cn2)c1
    -5% | -10% | 0% | -14% | 30 | ? | -2 | 4 | 0%
COC(=O)CN(c1ccc2c(c1)OCCO2)S(=O)(=O)c1ccccc1
    7% | 12% | 2% | 9%[9.24 µM] | 50 | -17% | -3 | 13 | -8%
O=C(Nc1nnc(C2CC2)s1)c1n[nH]c(=O)c2ccccc12
    0% | 8% | 7% | -2% | 18 | -6% | 4 | 0 | 12%
CC1(C)CC(=O)C(C(c2ccc(Br)cc2)C2C(=O)CC(C)(C)CC2=O)C(=O)C1
    -3% | 3% | -1% | 5% | 24 | 0% | 5 | 7 | -7%
Cc1cc(C)nc(NC2=NCCN2C(=S)Nc2c(C)cccc2C)n1
    8% | 1% | 5% | -2% | -20 | 2% | 3 | 2 | -35%[inhibitor]
C/C(=N\O)c1cccc(Br)c1
    8% | 3% | 1% | -1% | -1 | -10% | 0 | 11 | -8%
Cc1cc(C(=O)Nc2nc3ccc(Cl)cc3s2)nn1C
    -6% | -3% | -2% | -4% | . | ? | -6 | -16 | 6.5µM*

By substructure: the compounds so far containing a nitro group on carbon (3)
Fields – HT1080NT lethal | KB-3-1 cytotox | GLP1R ag | HT1080 IDH1KD tx | IL1B secr inh | KB-V1 cytotox | DRD3 agonist | D3 antag | SW480 rereplic
O=C(CNC(=O)c1ccc(Br)cc1)N=Nc1c(O)[nH]c2ccc([N+](=O)[O-])cc12
    -6% | 11% | 4% | -8% | 39 | 4% | -17 | ? | -6%
COC(=O)c1cc(C(=O)OCC(=O)N(C)c2ccccc2)cc([N+](=O)[O-])c1
    17% | 8% | 10% | 1% | 4 | 0% | 5 | 10 | 1%
Cc1cccc(OCCNc2ccc([N+](=O)[O-])cn2)c1
    -5% | -10% | 0% | -14% | 30 | ? | -2 | 4 | 0%

Screening data from PubChem BioAssay.
